Hep lipid drop: inhibitors of hepatocyte lipid droplet formation, primary screen, imaging, high-throughput imaging, BODIPY stain. AML12 mouse hepatocytes, oleate lipid droplets. AID 1656, 2009. inhibition, % at 6.5 µM. hit rate 0.4% among 240,000;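 active = lipid droplet intensity inhibited by at least 50%, with more than 500 cells counted; inconclusive = wells with under 300 cells, treated as cytotoxic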
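Technique: fluorescence imaging, 20x objective, two fields per well / Assay system: AML12 hepatocytes (mouse) / Measure: % inhibition of lipid droplet signal / Doses: 6.5 µM single-point dosing / Incubation: overnight exposure / Reagent: 100 µM oleic acid challenge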
AID2073: inhibitors of Mint1-CaV2.2 protein interaction, biochemical, HTRF (AID 2073) | Voltage-dependent N-type calcium channel subunit alpha-1B (Homo sapiens) | HTRF protein-protein interaction, Mint1-CaV2.2; higher % means a stronger effect | inhibition, % at 20 µM; hits with a dose series show IC50 in µM | hit rate 0.19% among 290,000; in the data active = inhibition mostly above about 51%, no sharp cut-off; inconclusive = no clear call, values can overlap the other calls; inactive = mostly below about 53%; also: some results filed as inactive read as strong as hits
Myeloid diff MLP: induction of myeloid progenitor differentiation, primary screen, cell-based, flow cytometry, MLPCN library; ER-HoxA9 myeloid progenitors, lysozyme-GFP differentiation; calls only at 10 µM; hit rate 1% among 360,000;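 active = normalized GFP-positive differentiation at or above the plate's own cutoff, the solvent-only control mean plus 3 SD; inconclusive = no clear call, values can overlap the other calls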;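 also: cells exposed to compound for four days before flow analysis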
NS5 inhibitors: Dengue-2 NS5 methyltransferase inhibitors, primary screen, biochemical, confirmation dose response (AID 588689); one-dose inhibition, % at 25 µM; IC50 in µM for titrated hits; Genome polyprotein (Dengue virus type 2 (strain 16681-PDK53)); Dengue-2 NS5 methyltransferase capping enzyme assay, biochemical; higher % means a stronger effect; hit rate 0.3% among 340,000; in the data active = a potency from the dose series; inconclusive = inhibition above about 29% without an active follow-up result
NOD2 inhibition: NOD2 signaling inhibitors, cell-based, luminescence, uHTS, HEK293 (AID 1566) | HEK293 NOD2/NF-kB luciferase reporter, luminescence; higher % means a stronger effect | inhibition, % at 4 µM; hits with a dose series show EC50 in µM | hit rate 0.63% among 290,000; also: many of its hits are not listed in these tables
HIV fusion peptide: inhibitors of HIV fusion peptide binding, primary screen, biochemical, uHTS, fluorescence dequenching (AID 1986) | hit rate 0.3% among 290,000 | cell-free peptide binding, fluorescence dequenching, 30 min; higher % means a stronger effect | inhibition, % at 20 µM; hits with a dose series show IC50 in µM; in the data active = inhibition mostly above about 52%, no sharp cut-off; inactive = mostly below about 76%; also: some results filed as inactive read as strong as hits
XIAP antagonists: XIAP antagonists, biochemical, IAP family, fluorescence polarization (AID 1018); XIAP BIR domain, fluorescence polarization peptide displacement; higher % means a stronger effect; one-dose displacement, % at 20 µM; IC50 in µM for titrated hits; hit rate 0.007% among 200,000; in the data active = displacement above about 50%; also: a part of the inactive calls stands beside numbers as strong as those of hits
Siah-1 displacement: Siah-1 peptide-binding antagonists, primary screen, biochemical, fluorescence polarization, rhodamine-plectin, uHTS (AID 1817); Siah-1 / rhodamine-plectin peptide fluorescence polarization; higher % means a stronger effect; one-dose displacement, % at 20 µM; IC50 in µM for titrated hits; E3 ubiquitin-protein ligase SIAH1 (Homo sapiens); hit rate 0.02% among 290,000;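 active = displacement of at least 50% at 20 µM, with a fluorescence ratio check between 0.3 and a set limit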;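 also: plate controls were Siah plus tracer with DMSO for no effect and tracer alone without Siah for full effect; strong numbers were not always called active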
LYP phosphatase: inhibitors of LYP phosphatase, biochemical, fluorescence intensity, uHTS (AID 1779); hit rate 0.054% among 290,000; inhibition, % at 11.5 µM, or IC50 in µM where a hit was titrated; recombinant LYP phosphatase, fluorescence intensity; higher % means a stronger effect;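 also: plate controls were vehicle with enzyme for no effect and no enzyme for full effect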
Hep lipid drop cells 6.5 µM: recorded beside Hep lipid drop, whose call it bears; cell count; measured here: cell count, cytotoxicity flag;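 cells counted across two imaged fields per well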
NS5 inhibitors pilot replicate: recorded beside NS5 inhibitors, whose call it bears; inhibition, %; measured here: pilot screen replicate inhibition
Myeloid diff MLP GFP+ MAC1+ %: also measured in Myeloid diff MLP; calls as there; GFP+ MAC1+ double positive, %; measured here: differentiation confirmed by MAC1 staining
Starred values were filed as active, the others as inactive; i = inactive; ? = inconclusive; · = no result given; + = active, no number. Rule as the data show it, unless noted: active = inhibition above about 50%; inactive = the rest. Not all compounds are listed. The share of hits here may be higher or lower than overall.

SMILES	Hep lipid drop	Hep lipid drop cells 6.5 µM	AID2073	Myeloid diff MLP	Myeloid diff MLP GFP+ MAC1+ %	NS5 inhibitors	NOD2 inhibition	HIV fusion peptide	XIAP antagonists	Siah-1 displacement	LYP phosphatase	others
CCOc1ccccc1NC(=O)CSc1nc2cccnc2n1C	·	·	-8%	i	0.7	0%	11%	-1.1%	-0.8%	4%	-8%
Cc1ccc(-c2nnc(SCC(=O)N3c4ccccc4NC(=O)C3(C)C)n2N)cc1	-10	645	10%	i	0.9	-7%	-14%	2.1%	-3.7%	-2%	3%
COc1ccc(Nc2nc3ccccc3n3cnnc23)cc1Cl	·	·	38%	i	0.2	11%	9%	-1.5%	·	-2%	-10%
Cc1ccc(NC(=O)/C(=C/c2ccncc2)NC(=O)c2ccccc2)cc1	-4	656	4%	i	0.3	-8%	8%	-1.8%	2.7%	-7%	-5%
COC(=O)c1ccc(C)c(NC(=O)c2ccc(Cl)c([N+](=O)[O-])c2)c1	-2	746	13%	i	0.2	1%	2%	0.8%	-1.9%	3%	-5%
CCOC(=O)Cc1nnc(NC(=O)COc2ccc(OC)cc2)s1	-1	790	10%	i	2.2	-2%	-11%	6.4%	-2.1%	1%	7%
CCOc1ccc(N(CC(=O)NCc2ccc(OC)cc2)S(=O)(=O)c2c(C)noc2C)cc1	·	·	20%	i	0.7	3%	26%	2.8%	-8.2%	-2%	-10%
COc1ccccc1CNC(=O)CNCCc1ccc(OC)c(OC)c1	-4	770	-3%	i	0.8	-3%	13%	1.3%	·	2%	-6%
CCCNc1nc2c(c(=O)[nH]c(=O)n2C)n1CCC(C)C	·	·	-1%	i	0.8	6%	-2%	-1.2%	-1.0%	-4%	-5%
Cc1cccc(N2CCN(C(=O)c3noc4c3COc3ccc(C)cc3-4)CC2C)c1 (configuration not stated)	-6	817	-7%	i	2.3	-4%	20%	-0.4%	·	-1%	-5%
Cc1ccccc1Nc1nnc(SCC(=O)N(C)C2CCS(=O)(=O)C2)s1 (configuration not stated)	4	684	-5%	i	0.4	-10%	8%	2.7%	-2.6%	-2%	-1%
COCCNC(=S)N1CCC(Cc2ccccc2)CC1	12	727	39%	i	0.2	-7%	7%	-0.2%	-6.4%	10%	-7%
CCc1ccc(/C=N\NC(=O)c2ccc(Br)o2)s1	-15	686	7%	i	0.4	-3%	-69%	-1.1%	-14%	-1%	2%
CC(C)C1CC(C(F)(F)F)n2nc(C(=O)O)cc2N1 (configuration not stated)	5	707	1%	i	0.5	-3%	15%	2.6%	-7.6%	2%	-10%
CCc1ccc(C(=O)C(C)OC(=O)C2COc3ccccc3O2)cc1 (configuration not stated)	4	684	0%	i	0.7	-9%	5%	1.1%	-2.1%	3%	-2%
CCc1cccc2c(C(=S)N3CCOCC3)c[nH]c12	12	687	0%	i	0.3	8%	8%	-0.8%	-0.2%	2%	-6%
CC(NC(=O)[C@H](C)NC(=O)C1CC(=O)N(c2ccc3c(c2)OCO3)C1)c1ccccc1 (some centres not stated)	-1	724	10%	i	0.7	11%	-5%	-0.3%	·	1%	-8%
CC(C)c1nnc(NC(=O)CCN2C(=O)c3ccccc3C2=O)s1	·	·	0%	i	0.9	-4%	10%	-1.8%	-4.6%	10%	-8%
Cc1ccccc1-n1c(SCC(=O)NCc2cccs2)nnc1-c1ccncc1	·	·	-2%	i	0.3	-3%	12%	21%	-4.2%	3%	-12%
c1cnc(Oc2ccc3oc4ccccc4c3c2)nc1	-3	633	0%	i	0.5	-3%	-7%	1.4%	-2.9%	4%	-2%
CC(C)n1cc(/C=N/Nc2ccc(Cl)c(C(=O)O)c2)c2ccccc21	0	799	42µM*	i	0.3	·	-57%	21%	·	17%	5%
CC(=O)Nc1ccc(NC(=O)C(C)OC(=O)C2CCN(S(=O)(=O)c3cccs3)CC2)cc1 (configuration not stated)	-26	741	5%	i	0.5	-2%	3%	-2.1%	·	-2%	-10%
CNc1nc(C)c(C(=O)OCC(=O)OC)s1	·	·	-7%	i	0.7	2%	8%	-1.1%	-7.7%	0%	-11%
Cc1c(OCC(=O)NCc2ccccn2)ccc2c(-c3ccccc3)cc(=O)oc12	·	·	3%	+	9.2*	-7%	18%	-1.0%	·	12%	-7%

Continued; it opens with the 2 that closed the last part.
SMILES	Hep lipid drop	Hep lipid drop cells 6.5 µM	AID2073	Myeloid diff MLP	Myeloid diff MLP GFP+ MAC1+ %	NS5 inhibitors	NOD2 inhibition	HIV fusion peptide	XIAP antagonists	Siah-1 displacement	LYP phosphatase	others
CNc1nc(C)c(C(=O)OCC(=O)OC)s1	·	·	-7%	i	0.7	2%	8%	-1.1%	-7.7%	0%	-11%
Cc1c(OCC(=O)NCc2ccccn2)ccc2c(-c3ccccc3)cc(=O)oc12	·	·	3%	+	9.2*	-7%	18%	-1.0%	·	12%	-7%
CNC(=S)NNC(=O)c1ccc(N(C)C)cc1	-1	674	-15%	i	0.3	3%	-13%	0.1%	·	5%	-5%
CCOc1ccccc1NC(=O)NC1(C(=O)NCc2cccnc2)CCCCC1	-14	760	4%	i	9.6	-6%	5%	-0.3%	·	0%	-6%
CC(=O)Nc1ccc(NC(=O)c2ccccc2CCc2ccccc2)cc1	2	655	1%	·	·	-5%	12%	-0.2%	-4.5%	-1%	-5%
CCOC(CNC(=O)C(=O)NCC(c1ccco1)N1CCN(c2ccc(OC)cc2)CC1)OCC (configuration not stated)	-5	683	3%	i	1.0	-10%	0%	-0.6%	·	0%	-9%
Fc1ccc(CSc2nnc3ccccn23)c(Cl)c1	-6	680	8%	i	0.6	1%	-21%	2.4%	-7.0%	3%	5%
N=C1/C(=C/c2ccc(-c3cccc(C(=O)O)c3)o2)C(=O)N=C2SC=C(c3ccccc3)N12	0	664	13µM*	i	0.4	-31%	22%	6.3µM*	-22%	-23%	48%
CCc1nc2oc3cc(OC)ccc3c(=O)c2c(=O)n1Cc1ccco1	·	·	-11%	i	0.4	-6%	17%	2.1%	1.5%	-6%	-6%
Fc1cccc(NC(=S)NCC(c2cccnc2)N2CCOCC2)c1 (configuration not stated)	-4	694	-12%	i	0.2	-3%	10%	2.8%	-12%	2%	-4%
Cc1ccccc1C(=O)c1cn[nH]c1-c1ccccc1O	8	887	-3%	i	0.4	1%	6%	-3.2%	·	0%	2%
Cc1c(-n2cc(C(=O)c3cc(Cl)ccc3O)cc(C#N)c2=O)c(=O)n(-c2ccccc2)n1C	·	·	-2%	i	5.1	-30%	9%	-1.0%	-6.0%	1%	2%
COCCNC(=O)CN(C(=O)CCC(=O)Nc1cc(C)on1)c1ccccc1C	·	·	10%	i	0.4	10%	16%	31%	-1.5%	4%	-2%
CCOC(=O)c1nn(-c2ccc(C)cc2)cc1C(=O)c1ccccc1	-31	433	-1%	i	0.7	1%	-139%	-1.6%	-5.9%	3%	-1%	NS5 inhibitors pilot replicate=1.8

Ordered by molecular weight (largest number first): some entries from above.
SMILES	Hep lipid drop	Hep lipid drop cells 6.5 µM	AID2073	Myeloid diff MLP	Myeloid diff MLP GFP+ MAC1+ %	NS5 inhibitors	NOD2 inhibition	HIV fusion peptide	XIAP antagonists	Siah-1 displacement	LYP phosphatase	others
Cc1ccc(-c2nnc(SCC(=O)N3c4ccccc4NC(=O)C3(C)C)n2N)cc1	-10	645	10%	i	0.9	-7%	-14%	2.1%	-3.7%	-2%	3%
Cc1ccccc1Nc1nnc(SCC(=O)N(C)C2CCS(=O)(=O)C2)s1 (configuration not stated)	4	684	-5%	i	0.4	-10%	8%	2.7%	-2.6%	-2%	-1%
CCOc1ccccc1NC(=O)NC1(C(=O)NCc2cccnc2)CCCCC1	-14	760	4%	i	9.6	-6%	5%	-0.3%	·	0%	-6%
CCOc1ccccc1NC(=O)CSc1nc2cccnc2n1C	·	·	-8%	i	0.7	0%	11%	-1.1%	-0.8%	4%	-8%

Back to the main list, starting 2 compounds before the break.
SMILES	Hep lipid drop	Hep lipid drop cells 6.5 µM	AID2073	Myeloid diff MLP	Myeloid diff MLP GFP+ MAC1+ %	NS5 inhibitors	NOD2 inhibition	HIV fusion peptide	XIAP antagonists	Siah-1 displacement	LYP phosphatase	others
COCCNC(=O)CN(C(=O)CCC(=O)Nc1cc(C)on1)c1ccccc1C	·	·	10%	i	0.4	10%	16%	31%	-1.5%	4%	-2%
CCOC(=O)c1nn(-c2ccc(C)cc2)cc1C(=O)c1ccccc1	-31	433	-1%	i	0.7	1%	-139%	-1.6%	-5.9%	3%	-1%	NS5 inhibitors pilot replicate=1.8
O=C(O)c1cc2c(ccc3ccccc32)oc1=O	12	776	13%	i	1.6	-2%	-48%	0.9%	-1.9%	-4%	-11%
C#CCn1cc[n+](CC(=O)N(C)C)c1	-12	744	?	i	6.6	-3%	11%	1.4%	-1.6%	1%	2%
O=C(CSc1nnc(-c2ccncc2)n1-c1ccc(Cl)cc1)NCc1cccs1	·	·	11%	i	0.7	0%	8%	2.0%	1.2%	1%	-5%
COCCOC1CCN(Cc2cn(Cc3ccccc3)nc2-c2cc3ccccc3o2)CC1	-48	583	2%	i	0.5	3%	21%	-0.5%	-3.8%	-1%	-1%
CN(C)c1ccc(/C=c2\sc3nc(-c4ccccc4)nn3c2=O)cc1	·	·	33%	·	·	·	6%	0.6%	-5.7%	4%	-3%
CCNc1nc(NCC)nc(Oc2ccc(OCC)nn2)n1	·	·	4%	i	0.8	-1%	-1%	-2.2%	0.6%	2%	-6%
COc1cc(/C=N/NC(=O)CNC(=O)c2ccco2)ccc1O	-7	645	-4%	i	0.5	0%	15%	-1.8%	-0.7%	5%	3%
Nc1nc(C(F)(F)F)c(Br)c(=O)n1N	-10	702	2%	i	0.1	-2%	4%	-0.3%	-6.5%	9%	-5%
CS(=O)(=O)N1Cc2ccccc2CC1C(=O)O (configuration not stated)	10	693	-5%	i	0.4	-3%	12%	11%	-3.3%	4%	-7%
O=C(NC1CCCCCC1)c1cccnc1Sc1ccccc1	-10	534	3%	i	0.7	-4%	-4%	-1.4%	-7.3%	-3%	-6%
O=C(COc1ccc(Br)cc1)Nc1nc(-c2cccnc2)cs1	5	747	10%	i	0.6	0%	20%	1.7%	·	2%	-4%
CCc1nc2sc3c(O)cc(=O)[nH]c3c2cc1C	-4	704	·	i	0.3	-1%	7%	8.9%	-6.5%	-1%	-8%
Cc1ccc(-c2cc(C(=O)N3CCOCC3)c3ccccc3n2)cc1	-3	651	42%	i	1.4	-8%	2%	-1.9%	-1.2%	3%	-5%
Clc1ccccc1-c1nc(-c2ccccc2)n[nH]1	·	·	-6%	i	0.3	3%	-106%	0.0%	-1.3%	2%	-3%	NS5 inhibitors pilot replicate=3.3
O=C(NCc1ccc(F)cc1)C1CCCN(c2cnccn2)C1 (configuration not stated)	-2	677	13%	i	1.2	-4%	2%	-1.6%	·	2%	-10%

High-throughput results as filed in PubChem BioAssay.
